Compound activity deposited in PubChem BioAssay by several laboratories.
OX1R antagonist: blocks the human orexin 1 receptor | O43613 | CHO/OX1R cells, Fluo-8 calcium fluorescence, orexin A | inhibition, % at 5 µM | hit rate 0.43% among 330,000;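 active = inhibition above its plate's threshold, mean inhibition of all tested compounds on the plate plus 3 SD, cut at about 37% in these data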;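 note: 0% = orexin A challenge wells and 100% = SB-334867-A antagonist wells; not every result past the cut was called active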
Target sequence (O43613 whole entry, looked up): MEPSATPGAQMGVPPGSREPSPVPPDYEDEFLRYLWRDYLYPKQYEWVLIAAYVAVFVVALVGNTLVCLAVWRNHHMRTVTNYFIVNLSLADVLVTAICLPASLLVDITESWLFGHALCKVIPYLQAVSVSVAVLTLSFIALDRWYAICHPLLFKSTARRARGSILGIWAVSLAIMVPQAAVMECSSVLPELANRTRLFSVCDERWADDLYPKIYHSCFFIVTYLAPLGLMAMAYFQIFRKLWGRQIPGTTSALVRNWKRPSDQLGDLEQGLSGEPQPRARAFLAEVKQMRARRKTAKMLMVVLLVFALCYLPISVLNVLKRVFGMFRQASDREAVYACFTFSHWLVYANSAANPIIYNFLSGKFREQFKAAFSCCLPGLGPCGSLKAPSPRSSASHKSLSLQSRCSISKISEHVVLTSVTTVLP
CHT PAM: allosteric activators of human choline transporter CHT. CHT-expressing cells, membrane potential dye, choline EC20; stronger effect = higher value; LV-AA mutant CHT in HEK293 cells. B-score at 10 µM. hit rate 0.49% among 310,000;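 active = initial fluorescence not abnormally high and integrated response B-score, plate-corrected, over 3 SD above library mean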
Target sequence (Q9GZV3 whole entry, looked up): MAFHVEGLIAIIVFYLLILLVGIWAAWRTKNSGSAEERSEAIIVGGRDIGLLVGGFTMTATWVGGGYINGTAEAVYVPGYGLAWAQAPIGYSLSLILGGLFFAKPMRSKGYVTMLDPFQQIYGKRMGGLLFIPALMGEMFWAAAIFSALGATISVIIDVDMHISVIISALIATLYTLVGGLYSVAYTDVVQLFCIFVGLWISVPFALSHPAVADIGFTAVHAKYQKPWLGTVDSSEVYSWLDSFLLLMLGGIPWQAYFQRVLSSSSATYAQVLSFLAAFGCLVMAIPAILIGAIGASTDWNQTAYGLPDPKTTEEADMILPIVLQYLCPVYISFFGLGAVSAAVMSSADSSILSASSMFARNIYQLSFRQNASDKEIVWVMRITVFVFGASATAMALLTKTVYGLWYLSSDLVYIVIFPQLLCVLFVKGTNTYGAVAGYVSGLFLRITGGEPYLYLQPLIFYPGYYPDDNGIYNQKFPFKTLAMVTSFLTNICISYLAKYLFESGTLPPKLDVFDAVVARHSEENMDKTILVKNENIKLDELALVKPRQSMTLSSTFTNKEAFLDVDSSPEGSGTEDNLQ
The depositor's hits bear a star; i = inactive; nt = not tested or not shown.

Values in the order – OX1R antagonist	CHT PAM
1: COc1ccccc1CNC(=O)C1CCN(C(=O)NC2CCCCC2)CC1
→ -5	i
2: CCOC(=O)C1=C(C)N=C2SC(C)C(=O)N2C1c1ccc(OC(C)=O)c(OCC)c1 (stereo not given)
→ -26	i
3: CC1=Nc2cc(C(=O)N3CCCC3)ccc2Sc2ccc(C)cc21
→ -5	i
4: COc1ccc(-c2cccc(-c3cc(=O)oc4cc(OC)cc(OC)c34)c2)cc1
→ -18	nt
5: CC1CCCCN1C(=O)c1cc(F)c(F)cc1Cl (stereo not given)
→ -18	i
6: Cc1cc(C)c(C#N)c(Nc2ccccc2)n1
→ -7	i
7: CCCn1c(CCC(=O)O)ccc1-c1ccc(F)cc1
→ -11	i
8: Cc1ccc(-c2csc(NCCc3nc4cc(Cl)c(Cl)cc4n3CCOCCO)n2)cc1
→ -29	i
9: CCOC(=O)N1CCN(CC(O)COc2ccc(-c3ccccc3)cc2)CC1 (stereo not given)
→ -23	i
10: Cc1cn(C2OC(COC(=O)c3ccccc3)C(O)C2O)c(=O)[nH]c1=O (stereo not given)
→ 3	i
11: CCc1noc(C)c1C(=O)Nc1cccc(S(=O)(=O)N(C)c2ccccc2)c1
→ -17	i
12: O=C(CSc1nc(C2CC2)nc2ccccc12)Nc1cccc(O)c1
→ -17	i
13: CC1=CCC(C(=O)O)C(C(=O)O)C1 (stereo not given)
→ 3	i
14: Cn1cccc1Cc1nnc(SCC(=O)NCc2ccco2)n1CCc1ccccc1
→ -4	i
15: O=C(CN1C(=O)NC2(CCCCC2)C1=O)Nc1cc(C(F)(F)F)ccc1N1CCCCC1
→ -39	i
16: COc1cccc2cc(C(=O)NCc3ccc(Cl)cc3)c(=N)oc12
→ 3	i
17: COc1ccccc1CNC(=O)c1cccs1
→ 2	i
18: Cc1ccc(S(=O)(=O)N(C)CC(=O)N2CCc3ccccc32)cc1
→ -23	i
19: CCC(C)NC(=O)CC(NS(=O)(=O)c1ccc(C)cc1)c1ccc(OC)cc1 (stereo not given)
→ -33	i
20: COc1ccc(CCNC(=O)CN2C(=O)COc3ccc(S(=O)(=O)N4CCOCC4)cc32)c(OC)c1
→ -15	i
21: COc1ccc(C2=NOC(C(=O)NCc3ccc(F)cc3)C2)cc1 (stereo not given)
→ -12	i
22: COc1cc(NS(=O)(=O)c2ccc(NC(=O)CN3C(=O)c4ccccc4C3=O)cc2)ncn1
→ -9	i
23: CC1(C)Oc2ccc3ccc(=O)oc3c2C(/C=N/O)=C1Cl
→ -1	i
24: COc1ccc(C(=O)N/C(=C\c2cccc3ccccc23)C(=O)N2CCN(C)CC2)cc1
→ -17	nt
25: O=C(Nc1ccccc1Cl)c1sccc1-c1ccccc1
→ -42	i
26: O=C(CN(Cc1ccco1)C(=O)CCC(=O)Nc1nccs1)NCc1ccccc1
→ -16	i
27: CCc1ccc(N(C(=O)CNC(=O)c2ccco2)C(C(=O)NC2CCCC2)c2ccncc2)cc1 (stereo not given)
→ -43	i
28: COC(=O)c1ccc(N2CCOCC2)c(NC(=O)c2cccs2)c1
→ -14	i
29: COc1ccc2c(c1)c(CC(=O)Nc1ccccc1OC)c(C)n2C(=O)c1ccc(Cl)cc1
→ -39	i
30: CCOC(=O)Cc1csc(NC(=O)COc2ccc3c(c2)CCC3)n1
→ -34	i

New compounds follow:
Values in the order – OX1R antagonist	CHT PAM
31: COc1ccc(N2C(=O)CS/C2=N\C(=S)Nc2ccccc2)cc1
→ -27	i
32: CNc1c(NS(=O)(=O)c2ccc3c(c2)CCCC3)c(=O)oc2ccccc12
→ -4	i
33: CC(C)(C)c1ccc(-c2nn(CCC#N)cc2/C=N/O)cc1
→ -11	i
34: O=C(COc1ccccc1Cl)Nc1ccc(CN2CCCCC2)cc1
→ -11	i
35: Cc1ccc(NC(=O)CSc2nc(=O)n(CCCN(C)C)c3c2CCC3)c(C)c1
→ -24	i
36: COc1ccc(S(=O)(=O)n2nc(-c3ccc(Cl)cc3)cc2N)cc1
→ -29	i
37: COc1ccc(CNC(=O)[C@H](C)NC(=O)C2CC(=O)N(c3ccc(OC)cc3)C2)cc1 (stereo not given in full)
→ -13	i
38: Cc1ccc2c(c1)N(C(=O)CCC(=O)NCCN1CCOCC1)CC(C)O2 (stereo not given)
→ -15	i
39: CCN(CC)CCN(Cc1cc2cc(C)c(C)cc2[nH]c1=O)C(=S)NCc1ccco1
→ -41	i
40: CN1CCN(c2ccc(Cl)cc2NC(=O)c2ccc(=O)n(C)n2)CC1
→ -17	i
41: CCOC(=O)c1oc2ccccc2c1NC(=O)c1cccc(OC)c1
→ -52	i
42: O=c1[nH]c(SCCOc2ccccc2F)nc2ccccc12
→ -34	i
43: c1ccc(CNc2nnnn2-c2ccccc2)cc1
→ -4	i
44: CSc1ccccc1NC(=S)Nc1ccc(S(N)(=O)=O)cc1
→ 1	i
45: N#Cc1c(N2CCSCC2)nsc1-c1ccccc1Cl
→ nt	i
46: N=C1/C(=C\c2ccc(OC(=O)c3ccccc3Cl)cc2)C(=O)N=C2SC(N3CCOCC3)=NN12
→ -10	i
47: CC(Sc1nnc(C2CC2)n1C1CC1)C(=O)Nc1cccc(S(=O)(=O)N2CCOCC2)c1 (stereo not given)
→ -14	nt
48: COC(=O)c1ccc(NC(=O)c2cc(-c3ccncc3)nc3ccccc23)cc1
→ -3	nt
49: Cc1ccccc1C(=O)Nc1ccc(S(=O)(=O)N2CCOCC2)cc1
→ -13	i
50: Cc1nnc(SC(C)C(=O)NCC2CCCO2)n1-c1ccccc1 (stereo not given)
→ -4	i
51: CCN(CC(=O)NCc1ccc(Cl)cc1)C(=O)c1cc(OC)cc(OC)c1
→ -15	i
52: Nc1nc(NCC2CCCO2)nc(Nc2ccc(Cl)cc2)c1[N+](=O)[O-] (stereo not given)
→ -21	i
53: COc1ccc(N(CC(=O)NCCc2ccccc2)C(=O)CCC(=O)Nc2nccs2)c(OC)c1
→ -11	i
54: Cc1c(C(=O)N2CCCCC2)c(S(=O)(=O)NCCc2ccccc2)c(C)n1C
→ -26	i
55: COC(=O)c1ccc(C(=O)N(C)C2CCCN(Cc3ccccc3F)C2)nc1 (stereo not given)
→ -33	i
56: CCOC(=O)N1CCN(S(=O)(=O)c2ccc(OCC)cc2)CC1
→ -19	i
57: CN(C)C1=NCCN1CCC1CCCC1
→ -1	i
58: CC1(C)N=c2ccc([N+](=O)[O-])c(N)c2=[N+]1[O-]
→ 3	i
59: O=S(=O)(NC1=NCCC1)c1ccc(F)cc1
→ -1	i
60: CC1CCC/C(=C\Nc2ccc(C(=O)O)c(O)c2)C1=O (stereo not given)
→ -3	i

Next part
Values in the order – OX1R antagonist	CHT PAM
61: CC1CC(C)CN(C(=O)C2CC(=O)N(c3ccc(F)cc3)C2)C1 (stereo not given)
→ -18	i
62: O=C(NNC(=O)c1ccccc1Br)c1ccc2nc[nH]c2c1
→ -9	i
63: Cc1nn(-c2ccccc2)nc1C(=O)NNC(=O)c1cccc2ccccc12
→ -28	i
64: Cc1[nH]c2ccccc2c1C(=O)CSC(=S)N(C)C
→ 15	i
65: COc1ccc(-c2ccc(SCC(=O)N3CCOCC3)nn2)cc1
→ -16	i
66: O=c1oc(-c2ccc([N+](=O)[O-])cc2)nc2ccccc12
→ 2	i
67: Cc1cccc(N2CCN(C(=S)Nc3ccc4nc5n(c(=O)c4c3)CCCCC5)CC2)c1C
→ -21	i
68: NNC(=O)c1cc(-c2ccc(O)cc2)nc2ccc(Br)cc12
→ -36	i
69: Cc1ccc(S(=O)(=O)N2CCN(C(=O)c3cccc(F)c3)CC2)cc1
→ -7	i
70: Cc1ccc(S(=O)(=O)N(CC(=O)NCCSCc2ccco2)c2cc(C)ccc2C)cc1
→ -5	i
71: CCCc1nc2c(sc3nc4c(cc32)COC(C)(C)C4)c(=O)n1CCN(CC)CC
→ -18	i
72: CC(C)(OC(=O)c1cccs1)c1cc2ccccc2c(=O)o1
→ 6	nt
73: CCc1ccc(S(=O)(=O)NC2CCCCNC2=O)cc1 (stereo not given)
→ -8	i
74: Cc1nn(-c2ccc(F)cc2)c(Cl)c1/C=C(\CCC(=O)O)c1nc2ccccc2s1
→ -19	i
75: Cn1c(=O)[nH]c(=O)c2c1nc(SCC(O)CO)n2CCCc1ccccc1 (stereo not given)
→ -20	i
76: O=C(c1ccccc1CCc1ccccc1)N1CCOCC1
→ -23	i
77: CCn1c(CC(=O)Nc2cccc(OC)c2)nnc1SCC(=O)N1CCN(c2ccccc2)CC1
→ -21	i
78: CC(CN1CCC(O)CC1)c1ccccc1 (stereo not given)
→ -3	i
79: CCOc1ccc(CN(C)C(=O)CNC(=O)C2CCCCC2)cc1OC
→ -8	i
80: CCCCn1c(=O)[nH]c(=O)c2c1nc(Cn1ncc(Cl)c(Cl)c1=O)n2CCC
→ -34	i
81: CC1c2[nH]c3ccccc3c2C[C@H]2C(=O)N(CCCN(C)C)CC(=O)N12 (stereo not given in full)
→ -6	i
82: Fc1ccc(OCc2nc3ccccc3s2)cc1
→ -45	i
83: CCOCc1nnc(NC(=O)C2CCN(C(=O)c3ccco3)CC2)s1
→ -3	i
84: CC(=O)c1ccc(-n2c(CCC(=O)O)ccc2-c2ccc(C)cc2)cc1
→ -7	i
85: O=C(CCc1ccccn1)NC1CCCc2c1cnn2-c1ccc(F)cc1F (stereo not given)
→ -14	i
86: O=C(CSc1ccccc1)Nc1ccc(C(=O)Nc2cccc(O)c2)cc1
→ 0	i
87: CC(C(N)=O)N1C(=O)C2C3C=CC(C3)C2C1=O (stereo not given)
→ 2	i
88: CCOc1ccc(NC(=O)c2oc3ccccc3c2NC(=O)CC)cc1
→ -41	i
89: Cc1cc(C)nc(SCc2nnc(SCC(=O)N3CCOCC3)o2)n1
→ -18	i
90: C/C(=N\NC(=O)c1ccc(C)cc1C)c1ccc2c(c1)OCO2
→ -8	i

Retrieved one by one from the entries so far (3):
Values in the order – OX1R antagonist	CHT PAM
63: Cc1nn(-c2ccccc2)nc1C(=O)NNC(=O)c1cccc2ccccc12
→ -28	i
89: Cc1cc(C)nc(SCc2nnc(SCC(=O)N3CCOCC3)o2)n1
→ -18	i
74: Cc1nn(-c2ccc(F)cc2)c(Cl)c1/C=C(\CCC(=O)O)c1nc2ccccc2s1
→ -19	i

More records
Values in the order – OX1R antagonist	CHT PAM
91: CC1(C)Cc2c(C#N)c(N3CCN(C(=O)c4ccccc4Cl)CC3)nc(-c3ccco3)c2CS1
→ -15	i
92: Cc1ccc2cc(CN(Cc3ccco3)S(=O)(=O)c3c(C)ccc4nsnc34)c(=O)[nH]c2c1
→ -28	i
93: Cn1c(=O)c2c(nc(CN3CCc4ccccc4C3)n2Cc2ccc(F)cc2)n(C)c1=O
→ -2	i
94: CCc1noc(C)c1C(=O)N1CCN(S(=O)(=O)c2ccc(C(C)=O)cc2)CC1
→ -17	i
95: O=C(COC(=O)c1ccccc1Cl)NCCC1=CCCCC1
→ -24	i
96: CC(C)n1c(O)c(N=Nc2ccc(Cl)c(C(=O)O)c2)c2ccccc21
→ 10	i
97: CCOc1ccccc1N(CC(=O)Nc1ccccc1C(=O)O)S(C)(=O)=O
→ -6	i
98: CCN(CC)S(=O)(=O)c1ccc(N2CC(C(=O)NCc3ccc4c(c3)OCO4)CC2=O)cc1 (stereo not given)
→ -17	nt
99: COc1cccc(-c2nc(-c3ccc(NC(=O)c4cccs4)cc3)no2)c1
→ -26	i
100: COc1cccc(/C=N/n2c(COc3ccccc3)n[nH]c2=S)c1OC
→ -4	i
101: COC(=O)/C(=C\c1ccc2c(c1)c1ccccc1n2C)NC(=O)c1ccccc1
→ -32	i
102: Clc1ccccc1/C=C/C=N/Nc1nc(N2CCOCC2)nc(N2CCOCC2)n1
→ -29	i
103: COc1ccc(C2CC(=O)Oc3c(C(CCN4CCN(c5ccccc5)CC4)c4ccc(N(C)C)cc4)c(OC)cc(OC)c32)cc1 (stereo not given)
→ -6	i
104: Cc1nn(CCC(=O)NCc2ccc(N(C)C)cc2)c(=O)c2nn(-c3ccccc3)c(C)c12
→ -42	i
105: O=C(Nc1ccccc1)C1CCN(C(=O)c2ccc([N+](=O)[O-])cc2)CC1
→ 6	i
106: CC(C)c1nc2n[nH]c(N)c2c2c1CCC2
→ -6	i
107: CCOc1cc(/C=N/n2cnnc2)ccc1OS(=O)(=O)c1ccccc1
→ -22	i
108: c1ccc(Oc2ccc(-n3cnnn3)cc2)cc1
→ -2	i
109: Cc1ccc2c3c([nH]c2c1)C(=O)CC(C)(C)S3
→ -6	i
110: COc1cc2c(N3CCOCC3)cc(O)c(CC(=O)Nc3ccccc3)c2cc1OC
→ -5	i
111: Cc1ccccc1NC(=O)c1ccc2c(c1)CCN2S(C)(=O)=O
→ nt	i
112: Cn1cnnc1SCC(=O)Nc1ccc(S(=O)(=O)N2CCOCC2)cc1
→ 11	nt
113: CCOC(=O)c1c(NC(=O)COC(=O)CCCOc2ccc(OC)cc2)sc(C(=O)NC)c1C
→ -15	i
114: COC(=O)C1=C(CN2CCCc3ccccc32)NC(=O)NC1c1ccc(F)cc1 (stereo not given)
→ -7	i
115: CC(C)(C)C1CCc2c(sc(NC(=O)CSc3ncn[nH]3)c2C#N)C1 (stereo not given)
→ -17	i
116: CCOC(=O)C1=C(N)N2C(=O)C(C)SC2=C(C(=O)OCC)C1c1ccccc1 (stereo not given)
→ -21	i
117: CCN(CC)S(=O)(=O)c1cccc(-c2n[nH]c(=S)n2CC(C)C)c1
→ -30	i
118: O=C1C2CCCN2C(=O)N1CCCN1CCN(c2cccc(Br)c2)CC1 (stereo not given)
→ -13	i
119: COc1ccccc1N1CCN(C2CCN(C(=O)c3ccc(F)cc3)CC2)CC1
→ -7	i
120: COc1cc(/C(C)=N\NC(=O)CSc2nc3ccccc3n2C)ccc1O
→ -28	i
121: Cc1cc(N2CCCCC2)nc(N2CCCCC2)n1
→ -3	i
122: NS(=O)(=O)c1cccc(NC(=O)CSc2nnc(C3CC3)n2-c2ccccc2)c1
→ -9	nt

Complete entries from above. Values in the order: OX1R antagonist, CHT PAM
O=C(Nc1ccccc1)C1CCN(C(=O)c2ccc([N+](=O)[O-])cc2)CC1 is entered as 6, i
COc1cccc(-c2nc(-c3ccc(NC(=O)c4cccs4)cc3)no2)c1 is entered as -26, i
CC(C)(C)C1CCc2c(sc(NC(=O)CSc3ncn[nH]3)c2C#N)C1 (stereo not given) is entered as -17, i
